Assay outcomes (PubChem BioAssay)
GalR3 antagonist – human GalR3 antagonism; AID 651719; O60755; inhibition, % at 3 µM; 0.44% of 360,000 active; HEK293 GalR3-CNG cAMP membrane potential fluorescence; galR3 body fused to GalR1 C-terminus;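 active = inhibition above the screen-wide average plus 3 SD, cut at about 13% in these data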;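 note: forskolin and galanin both at EC90 stimulate the cells; cAMP rise reported by CNG channel membrane potential dye signal; 0% = forskolin plus galanin with DMSO and 100% = forskolin alone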
Target sequence (O60755 1-299 limits assumed): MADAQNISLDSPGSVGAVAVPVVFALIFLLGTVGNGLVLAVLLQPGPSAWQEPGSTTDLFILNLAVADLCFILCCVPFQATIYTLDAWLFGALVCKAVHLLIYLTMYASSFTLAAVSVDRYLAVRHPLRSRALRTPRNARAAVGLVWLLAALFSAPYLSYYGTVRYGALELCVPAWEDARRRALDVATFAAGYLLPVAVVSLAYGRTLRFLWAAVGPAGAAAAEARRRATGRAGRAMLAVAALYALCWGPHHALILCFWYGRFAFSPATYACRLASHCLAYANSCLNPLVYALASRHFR
CRFBP-R2 block – antagonists of CRF-binding protein/CRF-R2 receptor complex | HEK293 CRF-R2/CRF-BP, CRF-induced calcium fluorescence | inhibition, % at 11.8 µM | 0.59% of 350,000 active;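 active = inhibition of the ligand-induced calcium signal above about 50% at the single tested concentration, limit read from the data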
MEKK2 WT-MEK5 – raises or lowers MEK5 binding to wildtype human MEKK2 PB1 domain. 1.1% of 290,000 active. bead flow cytometry, Alexa488-MEK5 binding to MEKK2 WT; actives lie on both sides. binding response (% of control), % at 10 µM. AID 1531. Q9Y2U5; in the data active = binding response below about 67% or above about 130%
CRFBP-R2 agonist – agonists of human CRF-binding protein/CRF-R2 receptor complex. 0.46% of 350,000 active. activation, % at 13.2 µM. HEK293 CRF-R2/CRF-BP, calcium dye fluorescence (FLIPR); percent of saturating CRF peptide response;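 active = activation of at least 50%, plus an integration ratio under a set limit after plate pattern correction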;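 note: plate controls were neutral control wells without compound for no effect and CRF at EC100 for full effect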
MEKK2 mut-MEK5 – signal of MEK5 binding to mutant human MEKK2 PB1 domain | bead flow cytometry, Alexa488-MEK5 binding to MEKK2 mutant | 0.35% of 290,000 active | percent response, % at 10 µM; in the data active = percent response above about 24%, passing the limit was not always enough; note: inactives centre near 1; some results filed as inactive read as strong as hits
FID counter – displaces DNA intercalator in HCV helicase counter-screen; DNA fluorescent intercalator displacement, fluorescence; inhibition, % at 7.9 µM; 0.17% of 290,000 active; in the data active = inhibition above about 37%;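 note: 0% = vehicle and 100% = reference compound; higher means more ethidium bromide displaced from hairpin DNA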
MEKK3 PB1 HTS – MEKK3-MEK5 PB1 interaction, increase or decrease; AID 1529; bead-based flow cytometry, Alexa488-MEK5 binding to MEKK3; actives lie on both sides; 0 = blocked by unlabeled MEK5, 100 = vehicle; Q99759; binding response (% of control), % at 10 µM; 1.4% of 290,000 active;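 active = binding response more than 3 SD above or below the average of its plate-row segment, actives on both sides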;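 note: Alexa488 bead fluorescence after subtracting the streptavidin-only scavenger bead signal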
Target sequence (Q99759 whole entry, looked up): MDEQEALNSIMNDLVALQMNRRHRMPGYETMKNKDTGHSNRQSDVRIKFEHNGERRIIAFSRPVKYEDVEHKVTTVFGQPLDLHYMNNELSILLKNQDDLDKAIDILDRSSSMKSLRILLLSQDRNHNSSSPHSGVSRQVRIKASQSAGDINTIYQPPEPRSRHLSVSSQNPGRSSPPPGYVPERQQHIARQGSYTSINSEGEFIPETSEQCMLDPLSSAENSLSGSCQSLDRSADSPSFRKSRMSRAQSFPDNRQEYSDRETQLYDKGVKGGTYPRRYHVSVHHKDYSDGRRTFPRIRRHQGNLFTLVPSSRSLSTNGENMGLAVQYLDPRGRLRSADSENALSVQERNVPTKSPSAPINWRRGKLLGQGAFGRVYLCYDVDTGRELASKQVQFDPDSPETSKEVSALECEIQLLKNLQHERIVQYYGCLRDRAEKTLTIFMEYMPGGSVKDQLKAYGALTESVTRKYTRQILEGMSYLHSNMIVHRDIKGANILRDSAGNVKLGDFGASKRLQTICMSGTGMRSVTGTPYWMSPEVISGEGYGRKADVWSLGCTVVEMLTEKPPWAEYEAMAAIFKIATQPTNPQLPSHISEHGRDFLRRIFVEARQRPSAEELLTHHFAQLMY
SUMO HTRF inh – SUMOylation inhibition. AID 2006. HTRF SUMOylation assay, SAE1/SAE2 + UBC9, in vitro. P63279. 0.36% of 290,000 active. inhibition, % at 35 µM; in the data active = inhibition above about 50%, passing the limit was not always enough; note: strong numbers were not always called active
Target sequence (P63279 whole entry, looked up): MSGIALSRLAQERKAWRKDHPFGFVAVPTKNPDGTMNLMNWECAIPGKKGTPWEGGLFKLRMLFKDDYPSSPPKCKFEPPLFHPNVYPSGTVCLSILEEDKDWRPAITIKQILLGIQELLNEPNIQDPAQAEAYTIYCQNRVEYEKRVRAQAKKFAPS
HCV NS3 hel inh – blocks Hepatitis C virus NS3 helicase unwinding | NS3 helicase DNA unwinding, Cy5 molecular beacon fluorescence | inhibition, % at 10.9 µM | 0.56% of 290,000 active;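 active = inhibition above the mean of all tested compounds plus 3 SD, set per campaign, cut at about 35% in these data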;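 note: 0% = DMSO wells and 100% = thioflavine S control wells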
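assay system = NS3 helicase fragment of HCV | buffer or medium = MOPS pH 6.5, MgCl2, DTT, Tween20, BSA | timing = 60 min unwinding reaction at 25 °C after ATP addition | signal = Cy5 beacon fluorescence read at start and 1 h | read-out basis = % inhibition of unwinding | control set = low DMSO, high thioflavine S at 110 µM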
Active calls of the source: *; . = not tested or not shown. These rows are one share of the data (hit frequency here may not be typical).

compound	GalR3 antagonist	CRFBP-R2 block	MEKK2 WT-MEK5	CRFBP-R2 agonist	MEKK2 mut-MEK5	FID counter	MEKK3 PB1 HTS	SUMO HTRF inh	HCV NS3 hel inh
COc1ccccc1CN(C)c1nnnn1-c1ccccc1	-7	14	111	-0.3	10	-13	104	-1	-17
NC(=O)c1ccc(N2CCN(c3ncc(C(F)(F)F)cc3Cl)CC2)cc1	10	-8	110	-1.5	5	-1	113	5	12
CC(SC1=NCCS1)C(=O)Nc1nnc(-c2ccc(Br)cc2)s1 (centres undefined)	.	-37	104	1.0	6	-2	100	7	-2
O=C(COC(=O)/C=C/c1cccc(C(F)(F)F)c1)NCc1ccc(F)cc1	-2	14	93	-0.1	-6	0	88	26	-7
CCCCC(=O)Nc1ccc(C(=O)NCCc2ccccc2)cc1	-12	5	98	1.6	-1	-19	102	0	4
N#CC1=C(N)Oc2n[nH]c(-c3cccnc3)c2C1c1cc(F)ccc1F (centres undefined)	-5	22	99	-3.1	-2	-2	98	12	-24
O=C(COC(=O)CCSc1ccccc1)Nc1cc(F)ccc1F	-4	3	101	0.3	-2	-7	100	7	-1
O=C(NN1CCOCC1)c1ccccc1F	0	-7	101	0.0	-3	-7	98	8	-3
Cc1ccc(S(=O)(=O)N2CCC[C@H]2C(=O)OC(C)C(=O)Nc2ncc(Cl)cc2Cl)cc1 (some centres undefined)	-4	0	109	-0.2	6	-27	107	-12	1
Cc1ccc2[nH]c3c(=O)n(CC(=O)NCc4ccco4)ncc3c2c1	-2	2	99	0.5	2	-22	98	22	10
CCC1CCCN1Cn1cnc2c([nH]c3ccc(C)cc32)c1=O (centres undefined)	-2	8	99	-1.1	0	4	99	5	0
CN(C)/C=C1\N=C(c2cccnc2Oc2ccc(Cl)cc2)OC1=O	0	-2	86	-0.2	-10	-16	89	-1	13
CC1CCN(c2nc(-c3cccnc3)nc3scc(-c4ccccc4)c23)CC1	-1	-41	92	4.1	-1	-1	92	4	-13
COc1cc(C2/C(=C(\O)c3ccc4c(c3)CC(C)O4)C(=O)C(=O)N2CCN2CCOCC2)cc(OC)c1OC (centres undefined)	1	-8	114	4.5	10	-33	105	12	9
O=C1C=C(NC2CCCC2)CC(c2ccccc2)C1 (centres undefined)	-5	-20	91	-1.6	-12	-9	102	1	0
O=C(NNC(=S)NC1CC2C=CC1C2)c1cccnc1 (centres undefined)	-1	15	103	0.9	7	-1	104	11	-6
COc1cc(CNC(=O)C2CCC(=O)N(C3CCCCCC3)C2)cc(OC)c1 (centres undefined)	0	-20	105	2.6	4	-43	101	11	-2
Cn1nnnc1SCCNS(=O)(=O)c1ccccc1	-1	-7	104	2.5	1	-4	102	-6	-1
COc1ccccc1-n1c(CNc2c(C)cccc2C)nnc1SCC(=O)N1CCOCC1	0	0	120	1.1	5	-30	122*	21	-21
CN(C)C(=O)c1ccc(NC(=O)c2cccnc2)cc1	-2	6	95	-0.6	-1	-5	93	20	3
CC1(C)NC(=O)N(CC(O)COC2CCCCC2)C1=O (centres undefined)	-7	18	.	-3.9	.	-1	.	7	-3
Cc1cc(C)n(S(=O)(=O)c2ccc(C)c(C)c2C)n1	1	-57	100	2.4	3	-14	101	11	-1
CCN(CC)c1ccc(CNc2ccc3c(c2)ncn3CC)cc1	-11	-1	119	0.5	12	2	103	1	-42
COc1ccc(S(=O)(=O)N(Cc2nc3ccccc3c(=O)[nH]2)C2CCCC2)cc1	-3	5	106	0.5	4	-8	105	6	-7
CC(C)NC(=O)NC(=O)CN1C(=O)NC2(CCc3ccccc3C2)C1=O (centres undefined)	-10	-5	99	1.2	2	-20	99	2	5

Single values from the list.
Value of O=C(COC(=O)CCSc1ccccc1)Nc1cc(F)ccc1F under MEKK2 mut-MEK5: -2
Value of N#CC1=C(N)Oc2n[nH]c(-c3cccnc3)c2C1c1cc(F)ccc1F (centres undefined) under CRFBP-R2 block: 22
Value of COc1cc(C2/C(=C(\O)c3ccc4c(c3)CC(C)O4)C(=O)C(=O)N2CCN2CCOCC2)cc(OC)c1OC (centres undefined) under MEKK2 WT-MEK5: 114
Value of Cc1cc(C)n(S(=O)(=O)c2ccc(C)c(C)c2C)n1 under MEKK3 PB1 HTS: 101
Value of O=C(NN1CCOCC1)c1ccccc1F under CRFBP-R2 block: -7

(list continues)
compound	GalR3 antagonist	CRFBP-R2 block	MEKK2 WT-MEK5	CRFBP-R2 agonist	MEKK2 mut-MEK5	FID counter	MEKK3 PB1 HTS	SUMO HTRF inh	HCV NS3 hel inh
O=C(CC1=NC2(CCCC2)Cc2ccccc21)N1CCOCC1	-1	12	90	-0.7	-6	-11	88	-1	2
c1coc(C2=Nc3cccc4cccc(c34)N2)c1	-3	-18	96	-1.8	-1	1	94	94*	2
CCn1c(=O)n(CC)c2cc([N+](=O)[O-])ccc21	-1	17	102	0.4	3	-2	102	1	2
Cc1nc2ccccc2n1CC(=O)c1ccccc1	-7	3	98	0.0	-5	-8	100	-2	8
CCN(CC)CCN1C(=O)C(=O)/C(=C(/O)c2ccc(OC)c(OC)c2)C1c1ccccn1 (centres undefined)	-4	-8	103	0.1	8	2	99	23	1
COC(=O)C1C(=O)C=C(Nc2ccc(F)cc2)CC1c1ccc(OC)cc1 (centres undefined)	2	-1	96	-0.5	-1	-16	100	12	1
COc1ccc(/C=N/NC(=O)c2cc[n+]([O-])cc2)cc1OC	.	2	104	0.5	0	-3	100	15	6
Cc1[nH]nc2c1C(c1ccc3c(c1)OCO3)C(C#N)=C(N)O2 (centres undefined)	-10	7	103	-2.5	3	-4	100	-8	-1
CC(C(N)=O)N1C(=O)NC2(CCCc3ccccc32)C1=O (centres undefined)	-9	3	101	1.0	0	-4	100	8	5
Cc1ccc2nsnc2c1S(=O)(=O)NCCc1c(C)[nH]c2ccc(F)cc12	-1	21	94	-4.2	3	2	95	3	-8
O=C(NCc1ccco1)c1ccc(S(=O)(=O)N2CCCc3ccccc32)cc1	-1	1	101	-0.1	6	-19	102	-16	-3
COc1ccc(-c2nnc(SCC(=O)Nc3ccc4c(c3)OCCO4)n2N)cc1OC	-3	2	96	-0.8	1	-12	101	-20	-6
COc1ccc(/C=N/NC(=O)CNC(=O)c2ccc(S(=O)(=O)N3CCOCC3)cc2)cc1OC	-8	2	95	-0.4	-3	-11	95	-11	-5
COc1ccc2oc(C(=O)OCC(=O)N3CCN(S(=O)(=O)c4ccc(C)cc4)CC3)c(C)c2c1	-1	-7	94	2.7	-1	-29	92	0	-22
O=C(C1=C(O)C(=O)N(Cc2ccco2)C1c1cccc(Cl)c1)c1ccco1 (centres undefined)	1	5	104	-1.0	5	-42	98	9	48*
CC(C)c1cc(C(F)(F)F)n2nc(C(=O)O)cc2n1	-4	-3	106	0.1	3	2	106	23	12
Cn1c(=O)[nH]c(=O)c2c1nc(N1CCNCC1)n2Cc1ccccc1Cl	-10	-15	100	1.4	0	-5	100	7	11
Cc1ccc(C(=O)CSc2nc(C)cc(SCc3nnc(-c4ccccc4)o3)n2)cc1	-5	6	101	-0.6	-1	1	101	13	8
CC1(C)CC(=O)C=C(Nc2ccc(C(=O)O)c(O)c2)C1	-12	11	103	0.8	5	-8	103	12	8
CC12CCC(c3nnc(SCC(=O)Nc4cccc5ccccc45)nc31)C2(C)C (centres undefined)	0	9	97	0.9	-4	-28	98	2	3
NS(=O)(=O)c1ccc(NC(=O)Nc2ccc3c(c2)OCO3)cc1	-1	8	103	-1.4	2	-1	104	2	1
Cc1ccc(C(=O)Nc2nccc(C)n2)cc1	-7	3	103	-2.2	0	-3	105	-1	4
O=C(CC(C(=O)O)P(=O)(c1ccccc1)c1ccccc1)c1ccccc1 (centres undefined)	-3	-11	94	7.6	-5	-23	93	-4	-10
CCN(C(=O)c1ccc(NC(=O)c2ccco2)cc1)c1ccccc1	-2	-10	97	-1.0	-5	-31	97	0	-4
CCN(CC)CCN(C(=O)c1ccc(S(=O)(=O)N(C)C2CCCCC2)cc1)c1nc2ccc(OC)cc2s1	2	-3	129	-0.2	5	11	103	4	-27
CCOc1ccc(NC(=S)Nc2ccc3nsnc3c2)cc1	2	-24	92	1.8	0	-4	100	96	-5
CCCCC(=O)Nc1cccc(NC(=O)c2ccccc2Br)c1	6	17	110	1.5	7	-5	108	-2	3
Cc1cccc(C)c1NC(=O)CSc1nnc(C)n1-c1ccccc1	-1	0	104	-0.1	4	-5	102	8	-3
CCn1nnnc1-c1ccc(OC)c(S(=O)(=O)Nc2ccc(C(=O)OC)cc2)c1	-4	-12	101	-0.9	3	-5	104	4	-2
Cn1c(=O)c2c(ncn2CCNC2=NCCCCC2)n(C)c1=O	-2	7	103	3.6	3	-3	101	7	-16
COc1ccc(N=C2NC(=O)/C(=C/c3ccc(O)c(OC)c3)S2)cc1	5	-10	107	4.1	-1	-12	146*	-29	-11
O=C(c1cc(Br)c[nH]1)N1CCSCC1	-9	-3	100	-1.8	-4	-4	101	-11	9
CCOc1cc(/C=N/n2c(C)nc3sc(C)c(C)c3c2=O)ccc1O	-3	-2	93	-0.3	-9	2	99	-10	-2
CCNC(=O)CON=C1c2ccccc2-c2ccccc21	-2	-1	103	-1.1	0	-14	99	20	2
COc1cc(CNCc2ccccn2)ccc1OCC(N)=O	-4	4	96	0.5	-4	1	94	-20	-4
C=CCN1C(=NC(=O)CCC(=O)O)SC2CS(=O)(=O)CC21 (centres undefined)	2	18	108	-0.7	1	1	102	24	-8
CCOC(=O)N1CCN(C(=O)c2ccc(-n3c(C)ccc3C)cc2)CC1	-4	30	107	-2.7	-1	-14	99	-7	6
CC(=O)c1sc2nc(SCC(=O)NCCc3ccccc3)[nH]c(=O)c2c1C	-1	8	107	-0.9	4	-27	105	7	6
Cc1nn2c(NCCN(C)C)c3c(nc2c1-c1ccccc1)CCCC3	-3	5	120	1.4	6	15	99	5	-14
COc1ccc(/C=C2\Sc3ccc(C(=O)NCc4cccnc4)cc3N(C)C2=O)cc1OC	2	-2	106	-3.5	7	-35	102	22	-1
Cn1c(=O)c(C(=O)NCCc2ccc(Cl)cc2)c(O)c2ccccc21	-9	-4	102	7.7	2	-6	97	8	4
COc1ccc(CNC(=O)/C=C/c2cc([N+](=O)[O-])ccc2OC(F)F)cc1OC	-5	-21	105	-6.5	9	-5	104	21	-4
CC(C)c1cc(C(F)(F)F)n2nc(C(=O)Nc3ccc(-n4cnnn4)cc3)cc2n1	1	2	102	-0.1	-2	3	98	10	3
COc1ccccc1-n1c(SCC(=O)N2CCCC2)nc2cccnc21	1	7	107	0.0	7	-9	104	18	-7
COc1ccc(NC(=O)C2CCCN(S(=O)(=O)c3cccc4nonc34)C2)cc1 (centres undefined)	0	30	123	-1.9	14	1	98	13	8

Reformatted: entries from further up
> COc1ccc(NC(=O)C2CCCN(S(=O)(=O)c3cccc4nonc34)C2)cc1 (centres undefined)
  GalR3 antagonist: 0 | CRFBP-R2 block: 30 | MEKK2 WT-MEK5: 123 | CRFBP-R2 agonist: -1.9 | MEKK2 mut-MEK5: 14 | FID counter: 1 | MEKK3 PB1 HTS: 98 | SUMO HTRF inh: 13 | HCV NS3 hel inh: 8
> COc1ccccc1-n1c(SCC(=O)N2CCCC2)nc2cccnc21
  GalR3 antagonist: 1 | CRFBP-R2 block: 7 | MEKK2 WT-MEK5: 107 | CRFBP-R2 agonist: 0.0 | MEKK2 mut-MEK5: 7 | FID counter: -9 | MEKK3 PB1 HTS: 104 | SUMO HTRF inh: 18 | HCV NS3 hel inh: -7
